IMPase Li inh: cell-permeable IMPase inhibitors with lithium potentiation; CHO-M1 cells, IP1 TR-FRET (IP-One), carbachol + lithium; Potency, µM (titrated, usually from 59.4 µM), inactives show top-dose activity, negative = IMPase inhibition, most hits filed as inhibitors; 210,000 compounds, 0.35% hits;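 further: IP1 builds up when IMPase is blocked and the TR-FRET signal falls; plate controls were basal vehicle for no effect and high inhibitor control for full effect; nearly all actives have a fitted effect of over 50% in size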
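Lithium-sensitised IP1 accumulation assay; M1-expressing CHO cells treated 30 min at 37C with compound. Competitive antibody detection by time-resolved FRET followed a 10 min room-temperature lysis step.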
GAA inhib: inhibitors of human lysosomal alpha-glucosidase; purified human GAA, 4-MU-alpha-glucoside fluorescence; Potency, µM (series often up to 76.9 µM), without a hit: top-dose activity change, negative = inhibition, usual class: inhibitors; AID 1466; 200,000 compounds, 0.005% hits;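 further: plate controls were uninhibited enzyme wells for no effect and no-enzyme background for full effect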
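Read-out is 4-methylumbelliferone fluorescence (Ex 365/Em 440 nm) after NaOH/glycine stop at pH 10. Enzyme 4 nM, substrate 400 uM, pH 5.0 citrate buffer, 20 min room temperature; AC50 from Hill-equation concentration-response.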
GAA glycogen: GAA glycogen-cleavage inhibition or activation; 300,000 compounds, 0.38% hits; Potency, µM (titrated, usually from 76.4 µM), inactives show at the highest dose activity change, negative = inhibition, most hits filed as inhibitors; recombinant GAA, glycogen substrate, Amplex Red glucose oxidase fluorescence;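 further: 0% = full enzyme reaction and -100% = no-enzyme basal signal; the screen sought inhibitors and activators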
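Natural-substrate format: glycogen cleavage by 4 nM human enzyme, glucose read by Amplex Red coupling (Ex 573, Em 610 nm). Normalized to enzyme and no-enzyme controls.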
HTT cytoprotect: cytoprotection in Huntington HTT-Q103 PC12 cell model; AID 1471; 230,000 compounds, 0.14% hits; Potency, µM (titrated, usually from 56.4 µM), without a hit: cytoprotection (ATP increase), usual class: activators; PC12 HTT-Q103 induced, cytoprotection, ATP luminescence, 40 h;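 further: % of control where 0% means no effect; nearly all actives have a fitted effect of over 45% in size; toxic huntingtin expression switched on by the ecdysone agonist tebufenozide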
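Rat PC12, Q103 Htt exon1-GFP fusion, ecdysone promoter; tebufenozide inducer 100 nM final; compound titration; qHTS, 1500 cells/well; ATPlite luminescent read.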
HTT aggregate: mutant huntingtin aggregation inhibition | 220,000 compounds, 1.1% hits | PC12 HttQ103-GFP aggregates, Acumen cytometry, 40 h | Potency, µM (top dose mostly 46.1 µM), for the others: at the top dose activity change, negative = inhibition, most hits filed as inhibitors; further: on the % scale 0 is the no-effect control and ±100 the full control effect; nearly all actives have a fitted effect of over 60% in size
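Aggregates are detected as GFP objects 1–25 µm with signal 6 STDEV over background in lysates of induced PC12 cells. These carry Huntingtin exon 1 with 103 glutamines fused to GFP under an ecdysone promoter; compounds titrated.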
RGS12 GoLoco inh: inhibitors of human Gai1-RGS12 GoLoco interaction (red fluorophore); Gai1:RGS12 GoLoco peptide FP, rhodamine, 10 min; Potency, µM (series often up to 61.6 µM), for inactives: at the top dose activity, negative = inhibition, hits mostly inhibitors; AID 880; 230,000 compounds, 0.44% hits; active means well fitted inhibition curve with a large enough effect, not every such curve was filed as active; inactive means no such curve, though single readings can be large or run the other way; further: on the % scale 0 is the no-effect control and ±100 the full control effect; nearly all actives have a fitted effect of over 30% in size; many of its hits are not listed in these tables
Target sequence (P63096 whole entry, looked up): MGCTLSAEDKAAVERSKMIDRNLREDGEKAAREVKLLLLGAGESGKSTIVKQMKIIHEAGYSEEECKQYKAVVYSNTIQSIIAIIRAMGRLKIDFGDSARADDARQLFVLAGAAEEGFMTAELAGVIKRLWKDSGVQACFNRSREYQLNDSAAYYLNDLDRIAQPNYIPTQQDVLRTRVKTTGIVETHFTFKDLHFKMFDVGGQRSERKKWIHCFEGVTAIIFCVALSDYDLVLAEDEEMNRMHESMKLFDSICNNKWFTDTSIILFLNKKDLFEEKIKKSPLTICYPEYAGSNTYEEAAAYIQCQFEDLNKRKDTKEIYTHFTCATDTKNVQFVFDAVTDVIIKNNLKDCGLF
GAA spleen mod: lysosomal alpha-glucosidase (human) modulation. P10253. human spleen homogenate, 4-MU-alpha-glucoside fluorescence. Potency, µM (highest dose often 79.9 µM), without a hit: at the top dose activity change, negative = inhibition, usual class: inhibitors. 240,000 compounds, 0.006% hits;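 further: 0% = enzyme with vehicle and -100% = no enzyme basal signal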
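Compounds were titrated against alpha-glucosidase in spleen homogenate at pH 5.0, with 1 mM 4-methylumbelliferyl substrate for 40 min at 37 C. Reactions were quenched with pH 10 NaOH/glycine and fluorescence measured.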
* hit, by the source's call; ? = inconclusive; . = not tested or not shown; & = joins results of further samples; [ ] = remark or other dose. Unless noted, the call rests on the fitted dose curve; in most records, active means well fitted curve in the direction sought with a large enough effect; inconclusive means small, poorly fitted or top-dose-only effect, or another doubt; inactive means no such curve, though single readings can be large; an effect the other way counts as inactive or inconclusive. Potency means the concentration at half of the fitted maximal effect. A portion of the library (hit frequency here may not be typical).

SMILES | IMPase Li inh | GAA inhib | GAA glycogen | HTT cytoprotect | HTT aggregate | RGS12 GoLoco inh | GAA spleen mod
CC1(C)CC(=O)C(C=NCC2CCCO2)=C(O)C1 (configuration not stated) | -9.5%[38.3 µM] | -10.8% | 7.6% | 17.2% | 18.3% | -2.9% | -3.4%
COc1ccc(N=C(N(C)C)P(=O)(N(C)C)N(C)C)cc1 | -19.5%[38.3 µM] | -0.6% | 12.4% | -15.8% | 12.9% | -7.1% | 1.2%
O=C(Nc1cnccn1)C1c2ccccc2Oc2ccccc21 | 10.6%[38.3 µM] | -0.8% | -16.9% | -0.8% | -13.4% | -2.5% | -8.5%
O=C(NC(=S)Nc1cccnc1)c1cccs1 | 10.7% | 10.5% | -12.8% | 21.4%[10 µM] | 8.6%[9.22 µM] | 4.0% | -5.1%
O=c1c2[nH]c3ccccc3c2ncn1Cc1cccnc1 | -8.3%[38.3 µM] | -1.0% | 0.2% | -27.3%[0.074 µM] | 12.6% | 6.3% | -6.1%
COc1ccc(NC(=O)c2ccc(-c3ccccc3)cc2)cc1S(=O)(=O)N1CCOCC1 | 28.1% | ? | 2.9% | ? | 11.2% | -5.1% | 1.7%
NC(=O)C[C@H](N)C(N)=O | 7.4% | . | . | 2.7%[10 µM] | . | -6.9%[14.2 µM] | .
C=CCn1c(SCC(=O)NCCC2=CCCCC2)nc2ccc(Cl)cc2c1=O | -3.4%[38.3 µM] | -0.9% | 4.7% | 1.7% | -12.4% | 10.7% | 0.3%
O=C(O)c1ccc(CNC(=O)c2ccccc2NC(=O)c2ccc([N+](=O)[O-])cc2)cc1 | 5.0% | -6.9% | -8.8% | -10.2% | -6.8% | 5.7% | -7.1%
CCOC(=O)N1CCN(CCC(=O)Nc2ccc(OC(F)(F)F)cc2)CC1 | 2.7% | -0.4% | -1.7% | 7.7%[1.9 µM] | -25.3% | 4.9% | -6.5%
N#C/C(=C(/O)c1ccco1)c1nc2ccccc2s1 | -6.2%[38.3 µM] | 4.8%[15.4 µM] | -3.1%&-5.6% | -14.9%[10 µM] | -3.2%[9.22 µM] | 15.6%&5.0% | 0.3%&-6.3%
Cc1cccc(-c2nc(CS(=O)CC(=O)N3CCN(C)CC3)c(C)o2)c1 (configuration not stated) | 5.0%[38.3 µM] | -1.8% | 19.2% | -4.9% | 6.0% | 4.1% | 1.3%
N#CC1(C#N)C(c2ccccc2)OC23CCCCC2C1(C#N)C(=N)O3 (configuration not stated) | -4.1% | ? | 8.0% | 14.1%[10 µM] | -15.2% | -126.2% | ?
CC(Nc1cccc2ccccc12)C(=O)N/N=C/c1ccccn1 (configuration not stated) | 17.9%[38.3 µM] | -2.4% | -14.7% | -11.8% | -28.1% | 17.7% | -8.0%
CCOC(=O)c1c(NC(=O)NC(C)(C)C)sc2c1CCN(C)C2 | . | . | 21.3% | 12.3%[10 µM] | 24.2%[9.22 µM] | 2.8% | -6.0%
O=C(O)c1ccc(NS(=O)(=O)c2ccc3c(c2)C(=O)c2ccccc2C3=O)cc1 | 6.0% | 6.5% | -14.3% | 3.9%[10 µM] | -2.0%[9.22 µM] | -3.1% | -14.8%
COC(=O)c1cc(=O)n(CCc2ccc(OC)cc2)c(=Nc2ccc(F)c(Cl)c2)s1 | 23.8%[38.3 µM] | -3.4% | -1.0% | -40.6%[inhibitor] | ? | 4.3% | -9.8%
Cc1cc2cc(CN(Cc3nnnn3C3CCCCC3)CC3CCCO3)c(=O)[nH]c2cc1C (configuration not stated) | 3.0%[38.3 µM] | -3.0% | -15.3% | -10.7% | -3.6%[9.22 µM] | 1.3% | 6.8%
Cn1nnnc1SCC(=O)Nc1nc(-c2ccccc2)c(-c2ccccc2)o1 | 13.5%[38.3 µM] | ? | -2.1% | -22.8% | -7.8% | 11.9% | 0.0%
O=[N+]([O-])c1ccc(-c2ccc(/C=N/c3c(-c4ccco4)nc4ccccn34)o2)c(Cl)c1 | 2.3% | -0.2% | -2.6% | -1.4%[10 µM] | 27.4% | 45.5%[activator] | -2.2%
CC1(C)NC(=O)N(c2ccc([N+](=O)[O-])c(C(F)(F)F)c2)C1=O | 24.5%&5.0%&8.5%&5.7% | . | . | 33.3% | 13.2% | 3.4% | 5.4%
Cc1ccsc1/C=c1\sc2ncnn2c1=O | -1.8%[38.3 µM] | -13.8% | -6.7% | -8.1% | 10.3% | 38.1%[activator] | -8.1%
CCn1c(C)nc2cc(C(=O)NNC(=S)NC(=O)c3ccc(OC)cc3)ccc21 | 0.3% | -5.6% | -10.0% | 5.4% | -16.6% | 14.9% | -3.3%
Cc1cc(-c2nnc3n2N=C(C(C)(C)C)CS3)n[nH]1 | -15.1%[38.3 µM] | -22.4% | 13.5% | 0.0%[0.074 µM] | -8.3% | -1.9% | -3.4%
CCOC(=O)c1sc2ncnc(N3CCN(C)CC3)c2c1C | 2.4% | 9.0% | 4.5% | -16.9% | 1.9%[9.22 µM] | 17.3% | 2.0%
CC[C@@H]1CC=C[C@H]2[C@H]1C(=O)N(Cc1ccccc1)[C@H]2c1ccc2ccccc2c1 | . | . | 3.7% | -42.2%[10 µM] | -28.1%[9.22 µM] | 0.2% | 2.9%
CCN(CC)S(=O)(=O)c1ccc(OC)c(NC(=O)COc2ccccc2[N+](=O)[O-])c1 | -2.0% | 4.3% | 7.1% | 1.6%[10 µM] | 5.5%[9.22 µM] | 7.0% | 1.9%
Cc1cc(C)cc(C(=O)NC(=S)Nc2ccc3c(c2)OCCO3)c1 | . | -2.3% | 1.8% | 6.4%[10 µM] | 24.4% | . | -5.6%
CN(C)CCCN(Cc1cc2cc3c(cc2[nH]c1=O)OCO3)C(=S)Nc1ccccc1 | 6.8% | 11.9% | 5.0% | 22.6%[10 µM] | -11.1%[9.22 µM] | 10.0% | -2.9%
Cc1ccc(NC(=O)Cn2nnc3ccccc32)cc1 | 3.7% | 8.6% | -6.2% | 8.6%[10 µM] | -1.7%[9.22 µM] | 0.6% | 10.7%
CCOC(=O)c1c(NC(=O)CSc2nnc(C)c(=O)[nH]2)sc2c1CCCC2 | 6.1%[38.3 µM] | ? | -2.5% | 3.4% | -14.4% | 8.9% | -4.1%
CCOc1ccc(Cn2c(C)nc([N+](=O)[O-])c2SCC(O)CCl)cc1[N+](=O)[O-] (configuration not stated) | 21.4%[38.3 µM] | -3.7% | 1.7% | 25.1% | ? | 10.6% | 4.5%
COc1nnc(-c2ccc(N3CCOCC3)c(NC(=O)C3CCCCC3)c2)c2ccccc12 | 3.2%[38.3 µM] | -22.3% | 11.9% | 5.6% | 3.5% | -6.0% | -0.2%
COc1cc(C2C(C#N)=C(C)NC(C)=C2C#N)cc(OC)c1OC | -26.1% | -2.2% | 2.5% | . | 13.7% | 3.5% | -4.2%
CN(Cc1ccco1)c1ncncc1-c1ccccc1C(F)(F)F | 9.7% | . | . | 27.1% | . | 1.6% | 3.6%
C=CCc1c(NCCO)nc(C)[nH]c1=O | 0.1% | 7.8% | -3.3% | 12.7%[10 µM] | -4.0%[9.22 µM] | -3.6% | 5.7%
CCCc1nc2sc3c(c2c(=O)n1NC(=O)CCC(=O)OC)CCCC3 | . | . | -4.3% | 17.1%[10 µM] | 17.7%[9.22 µM] | -3.2% | 0.9%
CC(Oc1ccc(F)cc1)C(=O)/C=C\N(C)C (configuration not stated) | -8.1% | 2.9% | 4.0% | -13.5%[10 µM] | -2.5% | 3.6% | -8.1%
O=C(O)c1cc(=O)[nH]c(SCc2ccccc2)n1 | 14.1% | . | . | -5.1%[10 µM] | . | 5.0%[14.2 µM] | .
CCOC(=O)c1cccc(Nc2ncnc3ccc(C)cc23)c1 | 10.4%[38.3 µM] | 1.4% | -7.6% | -18.3% | -5.9% | -8.4% | -5.3%

Compound profiles, as listed above. Order of values: IMPase Li inh | GAA inhib | GAA glycogen | HTT cytoprotect | HTT aggregate | RGS12 GoLoco inh | GAA spleen mod
CN(C)CCCN(Cc1cc2cc3c(cc2[nH]c1=O)OCO3)C(=S)Nc1ccccc1 is listed as 6.8% | 11.9% | 5.0% | 22.6%[10 µM] | -11.1%[9.22 µM] | 10.0% | -2.9%
CCOC(=O)c1c(NC(=O)CSc2nnc(C)c(=O)[nH]2)sc2c1CCCC2 is listed as 6.1%[38.3 µM] | ? | -2.5% | 3.4% | -14.4% | 8.9% | -4.1%

The list goes on:
SMILES | IMPase Li inh | GAA inhib | GAA glycogen | HTT cytoprotect | HTT aggregate | RGS12 GoLoco inh | GAA spleen mod
Cc1nc(N2CCN(C)CC2)c2sc(=S)n(-c3ccccc3)c2n1 | -0.5% | -2.1% | 6.3% | 23.8%[10 µM] | 21.2% | -5.6% | -5.2%
Cc1ccc(C(=O)NCC(=O)OCC(=O)NCCc2ccccc2)s1 | -0.3% | 3.0% | -2.7% | -18.6% | 1.8% | 3.2% | 6.4%
CCC1CCc2c(sc3nc(SCC(=O)NCc4ccco4)n(-c4ccccc4)c(=O)c23)C1 (configuration not stated) | 10.9% | 3.3% | 5.6% | 10.6%[1.9 µM] | 29.6% | 8.1% | -3.5%
Cc1ccc(NC2=NCCCCC2)cc1C | -11.2%[38.3 µM] | -16.1% | 0.9% | 26.1% | 8.3% | -13.0% | -13.2%
O=C(O)c1ccccc1-c1ccccc1C(=O)NCc1cccnc1 | -6.7% | 6.2% | 10.2% | -10.8%[10 µM] | -6.6%[9.22 µM] | 9.2% | -3.2%
Cc1ccc(/C(O)=C/c2nc3cc(C)ccc3oc2=O)cc1 | . | . | 15.8µM* | -0.6%[10 µM] | 13.7%[9.22 µM] | -35.2% | -8.4%
O=c1c(CCc2ccccc2)nc2cnc(Nc3ccccc3)nc2n1Cc1cccs1 | ? | . | . | -0.1% | . | 117.4%[activator] | 6.7%
O=C(NCC1CCCO1)C1CCC(CNS(=O)(=O)c2ccccc2)CC1 (configuration not stated) | 13.9%[38.3 µM] | 2.0% | 5.9% | 19.0%[10 µM] | -8.1% | -4.6% | -2.7%
O=C1COc2ccc(C(=O)COC(=O)/C=C/c3cccc(F)c3)cc2N1 | . | -4.0%[15.4 µM] | 12.7% | 0.0%[10 µM] | -10.7%[9.22 µM] | 9.9% | 2.9%
CCOc1cc(C2c3c(-c4ccccc4)n[nH]c3C(=O)N2c2ccc(C(=O)O)cc2)ccc1O (configuration not stated) | -8.9% | 8.8% | -16.5% | -17.3% | 19.8% | -1.8% | 1.6%
CC/C(=N\NC(=O)CSCc1ccc(Cl)cc1)c1ccc2c(c1)OCCO2 | 0.5%[38.3 µM] | -6.6% | -1.3% | 2.7% | 8.4% | -10.4% | -0.4%
Cc1ccc(NC(=O)N2CCN(C)CC2)cc1NC(=O)N1CCN(C)CC1 | . | . | 1.2% | 6.0%[10 µM] | 7.2%[9.22 µM] | 2.9% | 0.3%
CSc1nc2nc(-c3ccccc3)cc(=O)n2[nH]1 | -6.3% | 3.2% | 3.9% | 3.5%[10 µM] | -17.9% | -1.9% | 1.8%

Source: PubChem (National Center for Advancing Translational Sciences (NCATS))
